NTR1 agonist = agonists of NTR1, primary screen, imaging, U2OS cells, beta-arrestin-GFP, high content (AID 493036). activation, % at 20 µM. 330,000 tested, 0.17% active. Neurotensin receptor type 1 (Homo sapiens), P30989. NTR1-U2OS beta-arrestin-GFP spot imaging, agonist mode;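 active means activation at or above 40% of the spot to cytoplasm intensity ratio, with at least 20 cells analyzed; inconclusive means wells under 20 cells, flagged as cytotoxic or low count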;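 further: 0% = DMSO without peptide and 100% = 100 nM NTR1 peptide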
Target sequence (P30989 whole entry, looked up): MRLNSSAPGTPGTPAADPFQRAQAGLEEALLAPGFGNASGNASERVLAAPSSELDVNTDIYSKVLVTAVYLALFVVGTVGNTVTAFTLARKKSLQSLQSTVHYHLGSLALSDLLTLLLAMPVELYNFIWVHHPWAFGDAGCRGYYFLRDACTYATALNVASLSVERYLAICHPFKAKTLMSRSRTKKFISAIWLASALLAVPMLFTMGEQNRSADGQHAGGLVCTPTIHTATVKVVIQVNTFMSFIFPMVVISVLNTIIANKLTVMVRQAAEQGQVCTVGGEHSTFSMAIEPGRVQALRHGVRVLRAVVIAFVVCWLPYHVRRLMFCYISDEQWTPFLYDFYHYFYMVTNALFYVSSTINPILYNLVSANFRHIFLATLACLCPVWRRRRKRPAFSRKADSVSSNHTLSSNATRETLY
Dengue-2 NS5 capping = Dengue-2 NS5 methyltransferase inhibitors, primary screen, biochemical, confirmation dose response (AID 588689) | Genome polyprotein (Dengue virus type 2 (strain 16681-PDK53)) | Dengue-2 NS5 methyltransferase capping enzyme assay, biochemical; higher % means a stronger effect | one-dose inhibition, % at 25 µM; IC50 in µM for titrated hits | 340,000 tested, 0.3% active; in the data active means a potency from the dose series; inconclusive means inhibition above about 29% without an active follow-up result
AID2073 = inhibitors of Mint1-CaV2.2 protein interaction, biochemical, HTRF (AID 2073) | Voltage-dependent N-type calcium channel subunit alpha-1B (Homo sapiens) | HTRF protein-protein interaction, Mint1-CaV2.2; higher % means a stronger effect | inhibition, % at 20 µM, or IC50 in µM where a hit was titrated | 290,000 tested, 0.19% active; in the data active means inhibition mostly above about 51%, no sharp cut-off; inconclusive means no clear call, values can overlap the other calls; inactive means mostly below about 53%; further: some results filed as inactive read as strong as hits
GPR35 arrestin U2OS = GPR35 antagonists blocking zaprinast-driven arrestin recruitment, primary screen, imaging, U2OS, beta-arrestin-GFP, zaprinast agonist (AID 2058); G-protein coupled receptor 35 (Homo sapiens); U2OS GPR35 beta-arrestin-GFP translocation imaging, zaprinast antagonism; higher % means a stronger effect; one-dose inhibition, % at 10 µM; IC50 in µM for titrated hits; 290,000 tested, 0.052% active;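 active means inhibition of at least 50% with at least 30 cells and total cytoplasm GFP at most 10,000,000; inconclusive means under 30 cells or total GFP of 10,000,000 plus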
GPR55 antagonists = GPR55 antagonists blocking LPI-driven arrestin recruitment, primary screen, imaging, U2OS, beta-arrestin-GFP, LPI agonist (AID 2013) | U2OS GPR55 beta-arrestin-GFP translocation imaging, LPI antagonism; higher % means a stronger effect | G-protein coupled receptor 55 (Homo sapiens) | 290,000 tested, 0.13% active | inhibition, % at 10 µM; hits with a dose series show IC50 in µM;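 active means spots per cell inhibited over 60%, with over 100 cells counted and total cytoplasm intensity under 500,000; inconclusive means wells with under 100 cells, flagged as likely toxic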;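 further: U2OS cells stably carrying GPR55 and arrestin-GFP stimulated by 5 µM LPI near EC80; imaged beta-arrestin-GFP aggregate spots per cell after agonist stimulation; plate controls were LPI-stimulated DMSO wells for no effect and DMSO wells without LPI for full effect; some results filed as inactive read as strong as hits; confirmed hits need IC50 under 10 µM and bright autofluorescent wells are also inconclusive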
GPR55 beta-arrestin = GPR55 agonists via beta-arrestin recruitment, primary screen, imaging, U2OS cells, beta-arrestin-GFP redistribution (AID 1961); U2OS GPR55 beta-arrestin-GFP redistribution imaging; higher % means a stronger effect; 290,000 tested, 0.048% active; G-protein coupled receptor 55 (Homo sapiens); one-dose activation, % at 10 µM; EC50 in µM for titrated hits;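 active means activation above 40% with more than 50 cells counted in the well; inconclusive means wells holding fewer than 50 cells, flagged as toxic or sparse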;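 further: U2OS osteosarcoma cells stably expressing GPR55 and beta-arrestin-GFP; plate controls were DMSO negative control for no effect and LPI positive control for full effect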
HIV fusion peptide = inhibitors of HIV fusion peptide binding, primary screen, biochemical, uHTS, fluorescence dequenching (AID 1986); cell-free peptide binding, fluorescence dequenching, 30 min; higher % means a stronger effect; inhibition, % at 20 µM, or IC50 in µM where a hit was titrated; 290,000 tested, 0.3% active; in the data active means inhibition mostly above about 52%, no sharp cut-off; inactive means mostly below about 76%; further: some results filed as inactive read as strong as hits
SIAH1 antagonists = Siah-1 peptide-binding antagonists, primary screen, biochemical, fluorescence polarization, rhodamine-plectin, uHTS (AID 1817). one-dose displacement, % at 20 µM; IC50 in µM for titrated hits. 290,000 tested, 0.02% active. Siah-1 / rhodamine-plectin peptide fluorescence polarization; higher % means a stronger effect;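 active means displacement of at least 50% at 20 µM, with a fluorescence ratio check between 0.3 and a set limit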;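 further: plate controls were Siah plus tracer with DMSO for no effect and tracer alone without Siah for full effect; strong numbers were not always called active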
K1F lysis inhibition = inhibition of K1F phage lysis, E. coli UTI89, bacterial capsule biogenesis inhibitors, alamar blue (AID 488966); E. coli UTI89 K1F phage lysis, alamar blue, 2 h; higher % means a stronger effect; one-dose inhibition, % at 100 µM; IC50 in µM for titrated hits; 340,000 tested, 0.02% active;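 active means phage lysis inhibition, versus mean bacterial control, above a set limit; inconclusive means no clear call, values can overlap the other calls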;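 further: capsule biogenesis inhibitors block K1F phage lysis so surviving cells raise fluorescence; higher fluorescence means more inhibition of phage lysis; actives were called in the ten point dose series up to 300 µM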
NTR1 agonist cell count 20 µM = second read-out of NTR1 agonist, no call of its own (marks repeat the call); cell count; measured here: cell count, cytotoxicity flag
The depositor's hits bear a star; ? = inconclusive; nt = not tested or not shown; [ ] = remark or other dose.

SMILES	NTR1 agonist	NTR1 agonist cell count 20 µM	Dengue-2 NS5 capping	AID2073	GPR35 arrestin U2OS	GPR55 antagonists	GPR55 beta-arrestin	HIV fusion peptide	SIAH1 antagonists	K1F lysis inhibition
O=C(NCn1cnccc1=O)c1ccccc1	3.0	64	1%	-4%	18%	-9%	0.2%	-1.1%	1%	3.6%
COCc1ccc(CN2CCC(Oc3ccc(C(=O)NCc4ccccn4)cc3)CC2)o1	-0.7	43	-9%	7%	6%	-2%	-0.1%	-0.9%	-1%	1.0%[50 µM]
OCCCc1cn(-c2ccccc2)c2ccccc12	2.5	57	-3%	35%	6%	1%	-0.1%	-1.3%	2%	-0.3%
CCOc1ccc(CCNC(=O)Cc2ccc(NC3=NC4CS(=O)(=O)CC4S3)cc2)cc1OCC (stereo unspecified)	0.5	54	-15%	-6%	-9%	18%	-0.4%	0.5%	-4%	1.7%
COCCN(C(=O)c1snc(C(N)=O)c1N)C(C(=O)NC1CCCCC1)c1cc(OC)c(OC)c(OC)c1 (stereo unspecified)	0.6	58	-2%	19%	1%	3%	-0.1%	1.9%	5%	0.1%
O=C(Cn1cc(CCO)nn1)N1CCNCC1	-1.6	81	-2%	2%	14%	13%	0.6%	3.5%	5%	-0.1%
CCOC(=O)c1ccc(NC(=O)CSc2nc(SC)ns2)cc1	1.6	64	-11%	0%	0%	4%	-0.2%	2.3%	-4%	0.0%
CC(C)OC(=O)CSc1nc2ncccc2[nH]1	-0.7	85	1%	5%	2%	9%	0.0%	-1.2%	5%	-0.1%
NNC(=O)c1ccc(COc2ccc3c(c2)CCC3)cc1	0.3	43	-3%	7%	2%	-6%	-0.1%	-2.5%	-2%	2.9%
Cc1cc(C(=O)N2CCN(c3ncccn3)CC2)c2cc(F)ccc2n1	-0.3	62	-5%	?	-9%	-1%	-0.3%	3.8%	-2%	0.1%
NC(=O)COc1ccc2cc(-c3ccc(F)cc3)c(=O)oc2c1	0.4	54	-10%	34%	1%	-7%	-0.1%	-2.7%	22%	0.3%
CCOC(=O)N1CCC(NC(=O)CS(=O)(=O)Cc2nc(-c3ccccc3Cl)oc2C)CC1	-0.6	68	-4%	8%	-9%	2%	-0.2%	-0.6%	2%	0.2%
COc1ccc(OC)c(-n2c(C)cc(/C=C3\C(=N)N4N=C(CC(=O)N5CCOCC5)SC4=NC3=O)c2C)c1	0.0	48	6%	23%	10%	22%	-0.2%	6.9%	3%	-0.1%
Cc1ccc(S(=O)(=O)NC(=O)Nc2ccccc2)cc1	-1.0	31	-4%	-3%	4%	2%	0.2%	-0.1%	1%	-0.4%
Cc1ccccc1N1CCN(C2CCCN(C(=O)CCN3CCCCO3)C2)CC1 (stereo unspecified)	0.2	50	3%	10%	-2%	-2%	-0.1%	0.0%	0%	1.3%[50 µM]
CC1(C)CC(=O)C2=C(C1)N(CCN1CCOCC1)C1=C(C(=O)CC(C)(C)C1)C2c1ccc(Cl)c([N+](=O)[O-])c1	1.3	56	-4%	16%	-13%	24%	0.0%	-1.5%	-3%	-0.3%
O=C(Cn1cncn1)NCc1ccc(Cl)cc1	-0.7	55	1%	5%	14%	6%	-0.3%	2.3%	8%	-6.0%
CCOc1c2ccc(C(=O)NCc3ccc(C)cc3)cc2nn1CC	-2.2	81	-4%	7%	-6%	1%	-0.1%	-2.3%	1%	0.3%
C/C(CC(=O)Nc1ccc(C)c(Cl)c1)=N\NC(=O)c1ccccn1	-0.2	43	-7%	7%	-19%	-9%	-0.2%	-0.4%	-4%	0.0%
O=C(NCc1ccco1)c1ccc(Cn2c(=O)c3sccc3n(Cc3ccc(F)cc3)c2=O)cc1	-3.6	50	0%	3%	-9%	26%	-0.1%	1.9%	1%	0.8%
O=C(COC(=O)COc1ccc2ccccc2c1)Nc1cc(C(F)(F)F)ccc1N1CCOCC1	-1.6	91	-5%	5%	-9%	9%	0.5%	0.3%	6%	0.0%
CC(=O)NCCC(Cc1ccccc1)c1ccco1 (stereo unspecified)	1.1	48	nt	8%	-3%	-8%	-0.5%	6.0%	-5%	0.1%
Cc1cc(C)c2nncn2n1	-0.3	45	-4%	6%	-1%	-4%	0.7%	-0.4%	-2%	0.1%
O=C(Nc1ccccc1)c1cccc(S(=O)(=O)Oc2ccc([N+](=O)[O-])cc2)c1	2.9	77	-4%	2%	-2%	8%	-0.2%	0.8%	4%	0.1%
NS(=O)(=O)c1ccc(CCNc2ccccc2[N+](=O)[O-])cc1	0.2	55	1%	0%	-3%	-21%	-0.2%	-1.1%	-3%	-0.1%
SMILES	NTR1 agonist	NTR1 agonist cell count 20 µM	Dengue-2 NS5 capping	AID2073	GPR35 arrestin U2OS	GPR55 antagonists	GPR55 beta-arrestin	HIV fusion peptide	SIAH1 antagonists	K1F lysis inhibition
Cc1ccc(NC(=O)CCC(=O)NNS(=O)(=O)c2ccccc2)c(C)c1	0.8	68	-10%	6%	2%	8%	-0.1%	1.2%	0%	0.3%
CCCNC(=O)COC(=O)/C(C#N)=C/c1cc(C)n(CCC)c1C	-0.8	66	5%	9%	-10%	-6%	0.2%	1.5%	1%	0.4%
Cc1c(C(=O)O)[nH]c2c1C(=O)CC(c1ccc(C(C)(C)C)cc1)C2 (stereo unspecified)	2.3	45	3%	12%	-8%	0%	0.0%	6.6%	-3%	-0.1%
CN1N=C(/C=C/c2ccccc2)CCC1=O	-0.9	55	1%	-4%	-8%	5%	-0.2%	-0.6%	4%	1.0%
Cc1c(Cl)c([N+](=O)[O-])nn1CCCC(=O)Nc1cccnc1	-0.4	61	5%	-4%	18%	16%	0.1%	-1.5%	2%	3.9%[50 µM]
Cc1ccc(CNC(=O)CO/N=C/c2ccc(C(C)(C)C)cc2)cc1	3.9	45	-1%	2%	-14%	-3%	0.6%	0.1%	-2%	3.1%
O=C1Cn2c(nc3ccccc32)-c2ccccc2N1	0.5	49	-6%	-4%	-17%	-3%	0.2%	1.3%	3%	1.2%
COc1cc2nc(C3CCC3)n(NC(=O)C3CCCC(OC)C3)c(=O)c2cc1OC (stereo unspecified)	1.0	84	-10%	-2%	-5%	3%	-0.1%	0.2%	1%	2.7%
C(=N\Nc1ncnc2sc3c(c12)CCC3)/c1ccncc1	-0.8	78	2%	1%	20%	12%	0.0%	1.4%	-4%	0.0%
Cc1cc(C(=O)Nc2cccc3ccccc23)co1	0.4	48	-4%	0%	-2%	6%	0.3%	-1.5%	-5%	-0.3%
COc1cccc(C2=CC(c3ccccc3)n3ncnc3N2)c1 (stereo unspecified)	-0.4	53	nt	0%	0%	-2%	-0.1%	-3.0%	2%	nt
CCCC12CN(C(=O)c3ccc(OC)cc3)CC(C)(CN(C(=O)c3ccc(OC)cc3)C1)C2=O	0.0	49	-6%	0%	13%	9%	-0.4%	-1.6%	0%	-0.1%
COc1ccc(Cn2c(C)nc([N+](=O)[O-])c2SCC(=O)O)cc1[N+](=O)[O-]	-0.6	41	nt	-9%	19%	-1%	-0.1%	-0.8%	-8%	nt
Cn1c(=O)c2ncn(CC(=O)Nc3ccc4c5c(cccc35)CC4)c2n(C)c1=O	1.6	97	5%	1%	-9%	6%	-0.1%	20%	-8%	0.0%
C=CCN1C(=O)c2ccc(C(=O)NCCc3ccc(F)cc3)cc2C1=O	2.8	62	-8%	2%	6%	15%	-0.1%	2.2%	7%	0.4%
CN(C)C(=N)c1n[nH]nc1SCc1ccc(Cl)c(Cl)c1	0.4	52	-2%	7%	8%	6%	0.3%	-0.9%	-2%	0.4%
N#Cc1ccc(Cl)cc1NC(=O)COC(=O)[C@H](CCC(N)=O)NC(=O)c1ccc(F)cc1	0.4	40	1%	21%	14%	18%	-0.2%	-1.0%	-7%	-0.9%
Cc1cc(C)c(C(=O)CSc2nnc(C)c(=O)[nH]2)cc1C	0.2	40	-4%	11%	-24%	-3%	-0.2%	2.2%	-3%	-0.2%
O=C(Nc1ccc(S(=O)(=O)Nc2ncccn2)cc1)c1cccc(S(=O)(=O)N2CCOCC2)c1	-0.1	48	-1%	8%	6%	11%	0.1%	-0.7%	-1%	0.1%
COc1ccc(Cl)cc1NC(=O)CCn1cnc2ccccc2c1=O	-0.6	52	-3%	-7%	7%	-5%	0.0%	-3.9%	-6%	0.9%
Cc1nc2c(C#N)cnn2c2c1CCN2CC1CCCO1 (stereo unspecified)	1.4	62	-10%	12%	5%	-5%	0.2%	1.5%	1%	0.1%
N#C/C(=C\c1ccccc1)C(=O)NC1CC1	1.4	95	-15%	-5%	10%	9%	0.0%	-1.0%	1%	0.5%
COc1ccc(CCNC(=O)C2CC(c3ccc([N+](=O)[O-])cc3)=NO2)cc1 (stereo unspecified)	-0.6	81	3%	5%	22%	30%	-0.1%	2.9%	2%	0.8%
Cc1ccc(C)c(N2CCN(C(=O)CC3Sc4ccccc4NC3=O)CC2)c1 (stereo unspecified)	2.4	40	nt	-4%	-2%	15%	1.5%	-3.0%	-1%	nt
COCCCNC(=O)CN(CCc1ccccc1)S(=O)(=O)c1ccccc1	0.4	53	2%	-1%	-2%	1%	0.2%	-0.8%	2%	0.1%
COc1ccc(OC)c(S(=O)(=O)N2CCC(C(=O)NCc3ccccc3OC)CC2)c1	-1.9	58	-15%	-6%	18%	5%	0.2%	-1.9%	0%	0.6%
Cc1cc(C)c(NC(=O)c2cnn(C)c2)c(C)c1	0.8	40	-1%	9%	-7%	-22%	-0.2%	2.0%	0%	0.3%
Cc1c(C)c2ccc(OCC(=O)N3CCOCC3)c(C)c2oc1=O	-0.2	67	5%	9%	10%	4%	-0.3%	0.7%	-3%	0.3%
S=C(Nc1ccccc1)N1CCN(c2ccccn2)CC1	-2.0	64	-54%	-25%	20%	-8%	-0.3%	-1.2%	0%	0.3%
CCN1C(=O)/C(=C\c2cn(CCC#N)nc2-c2ccc(F)cc2)SC1=S	9.8	91	-20%	15%	-4%	-7%	-0.2%	7.9%	-3%	0.1%

Assay outcomes from PubChem BioAssay.
